# Screening results from PubChem BioAssay.
# ERK EGF inh – blocks ERK signaling stimulated by EGF; HEK293-V1b, EGF-stimulated phospho-ERK AlphaScreen; Potency, µM (series often up to 11.5 µM), inactives show at the top dose activity change, negative = inhibition, most hits filed as inhibitors; 130,000 tested, 0.41% active; active = well fitted inhibition curve with a large enough effect; inconclusive = small, poorly fitted or top-dose-only effect, or effect the other way;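 note: plate controls were stimulated vehicle wells for no effect and unstimulated vehicle basal for full effect; nearly all actives have a fitted effect of over 55% in size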
#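 Homogeneous cell-based phospho-ERK assay: HEK293/V1b cells in 1% FBS, compound 30 min then EGF 5 min, AlphaScreen luminescence. Activity normalized between DMSO and 25 nM EGF controls; AC50 from Hill modelling.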
# Numbers without * were called inactive; ? = inconclusive; [ ] = another dose, or the depositor's remark. Potency is the fitted concentration of half-maximal effect. A portion of the library; rates above refer to the full screens.
SMILES,ERK EGF inh
Cc1ccc(NC(=O)CN(C)CC(=O)Nc2ccc(F)c(F)c2F)c(Cl)c1,8%
O=C(COc1ccccc1[N+](=O)[O-])OCC(=O)N1CCC(Cc2ccccc2)CC1,8%
Cc1ccc(NC(=O)CSC2=C(C#N)C(c3ccc4c(c3)OCO4)CC(=O)N2)cc1C (stereo not drawn),-3%
CCC(=O)N(CCC(Cc1ccccc1)c1ccco1)Cc1ccco1 (stereo not drawn),-8%
Cc1cccc(N/N=C(\C(N)=O)C2=NC(C)(C)Cc3ccccc32)c1,-7%
Clc1ccc(-c2csc(-c3ccno3)n2)cc1,-20%[57.5 µM]
O=C(N/N=C/c1cc([N+](=O)[O-])ccc1O)c1cccc2cc[nH]c12,-11%[57.5 µM]
O=C(c1cnccn1)N1CCC2(CCCN(c3cccc(-c4ccccc4)c3)C2)CC1,21%
Cc1ccc(NC(=O)CCCCCCCCCCC2COCCO2)c(C)c1 (stereo not drawn),9%
Cn1nc(-c2ccccc2)cc1NC(=O)Nc1ccc(C(C)(C)C)cc1,-3%[57.5 µM]
CC(C)(C)NC(=O)CN(C(=O)CS(=O)CC(=O)Nc1ccc(F)cc1)c1ccccc1F (stereo not drawn),-3%
Cc1ccc(S(=O)(=O)N2CCN(c3ccc(C(F)(F)F)cc3[N+](=O)[O-])CC2)cc1,?
CC(C)[C@H](NS(=O)(=O)c1ccc2c(c1)OCCO2)C(=O)OCC(=O)Nc1ccccc1,1%
CN(C)CCOc1cc(Cl)cc(Cl)c1,-16%[57.5 µM]
O=C(NCc1cccnc1)C(=O)NCC1OCCN1S(=O)(=O)c1ccc(Cl)cc1 (stereo not drawn),-4%
O=C(NNc1c(Cl)cccc1Cl)c1cccs1,21%[57.5 µM]
CCOC(=O)C1CCCN(Cc2cc(=O)oc3cc(C)c(C(C)C)cc23)C1 (stereo not drawn),5%
O=C(O)COc1ccccc1-c1ccccc1,5%[57.5 µM]
Cc1ccc(-c2nnc(SCC(=O)NNC(=O)COc3cccc4ccccc34)n2C)cc1,6%
CCCCn1c(N)c(N(CC)C(=O)C(c2ccccc2)c2ccccc2)c(=O)[nH]c1=O,-4%

# Four compounds already listed, arranged by length of the SMILES, rising:
SMILES,ERK EGF inh
CCOC(=O)C1CCCN(Cc2cc(=O)oc3cc(C)c(C(C)C)cc23)C1 (stereo not drawn),5%
CCCCn1c(N)c(N(CC)C(=O)C(c2ccccc2)c2ccccc2)c(=O)[nH]c1=O,-4%
CC(C)(C)NC(=O)CN(C(=O)CS(=O)CC(=O)Nc1ccc(F)cc1)c1ccccc1F (stereo not drawn),-3%
CC(C)[C@H](NS(=O)(=O)c1ccc2c(c1)OCCO2)C(=O)OCC(=O)Nc1ccccc1,1%

# Carrying on:
SMILES,ERK EGF inh
COc1ccc(NC(=O)CC2C(=O)N(c3ccc(F)cc3)C(=S)N2NC(=O)c2ccc(Cl)cc2)cc1 (stereo not drawn),4%
COc1ccc(C(=O)NCc2nnc(SCC(=O)Nc3nc4ccccc4s3)o2)cc1OC,-4%
CC(C)CNS(=O)(=O)c1ccc(CCC(=O)NCc2ccco2)cc1,7%
CCC[N+](CC#Cc1ccccc1)(CCC)CC(=O)OCC,-1%
CCOc1ccc(NC(=S)N2CCC(N(C)CC3CCCO3)CC2)cc1 (stereo not drawn),3%
O=C(NCCc1ccccc1)c1cccc(N2C(=O)C3CC=CCC3C2=O)c1 (stereo not drawn),-4%
Cn1c(-c2sccc2OCc2ccc(Cl)cc2Cl)n[nH]c1=S,-6%
Cc1cc(SCC(=O)Nc2ccccc2)n2ncc(-c3ccccc3)c2n1,7%[57.5 µM]
Fc1ccc(COc2ccccc2C(=S)N2CCCC2)cc1,-3%
Cn1c(SCC(=O)NC2CCCC2)nnc1-c1ccncc1,4%

# Overlap with the part before: 2 entries, followed by the next part.
SMILES,ERK EGF inh
Fc1ccc(COc2ccccc2C(=S)N2CCCC2)cc1,-3%
Cn1c(SCC(=O)NC2CCCC2)nnc1-c1ccncc1,4%
COC(=O)c1c(C)nc(C)c(C(=O)OC)c1-c1ccc(OC)cc1,-3%[57.5 µM]
O=c1c2cc(NC(=S)NCCN3CCCCCC3)ccc2nc2n1CCCCC2,3%
COc1ccc(C(=O)CCC(C)(C)[N+](=O)[O-])cc1,-1%
CC(C)Oc1ccc(Nc2ncnc3ccccc23)cc1,-7%
Nc1nc2ncc(=O)[nH]c2c(=O)[nH]1,9%
O=C(O)CSC1=NC(=Nc2ccc(Cl)cc2)C2(CCCCC2)N1c1cccc(C(=O)O)c1,-4%
COc1ccc(C2OCC3(COC(C)=O)C(C)C=C(C)C2C3C)cc1 (stereo not drawn),13%
Cc1ccc(CN2CCN(Cc3cccn3-c3ccccn3)CC2CCO)cc1 (stereo not drawn),-2%
Cc1ccc(S(=O)(=O)N2CCC(=O)N(C(CO)C(C)C)CC2)cc1 (stereo not drawn),12%
COc1ccc(NC(=O)COC(=O)[C@@H]2CCCN2S(=O)(=O)c2ccccc2F)c(OC)c1,0%
O=C(CSc1ccc(-c2ccco2)nn1)NCc1ccc2c(c1)OCO2,2%
COc1ccc(C(=O)NCc2nnc(SCC(=O)c3ccccc3)n2C)cc1,0%
Cc1ccc2nc(SCc3cn4c(C)cc(C)nc4n3)[nH]c2c1,-13%
CC(C)(C)c1ccc(Oc2ccc(NC(=O)c3cccs3)cn2)cc1,?
COc1ccc(NC(=O)/C(C#N)=C\c2cc(C)n(-c3ccc4c(c3)OCO4)c2C)cc1,-2%
COc1cc(C(=O)N/N=C\c2ccccc2)c([N+](=O)[O-])c(OC)c1OC,-17%
N#C/C(=C/c1ccccc1[N+](=O)[O-])c1nc(C2CC2)cs1,?
CC(C)OC(=O)Nc1ccc2c(c1)N(C(=O)CCN1CCOCC1)c1ccccc1CC2,-4%
CCOc1ccc(-c2nnc(SCC(=O)Nc3cc(C)on3)o2)cc1,-1%
O=[N+]([O-])c1ccc(N2CCN(c3ccc(O)cc3)CC2)c(Cl)c1,-2%
O=C(Nc1ccc2c(c1)OCO2)N1CCN(C(=O)C2CCCO2)CC1 (stereo not drawn),9%
O=C(c1ccco1)N1CCN(c2ccc(F)cc2)CC1,13%
CN1CC(=O)N=C1N,-15%
CCCOCCOC(=O)c1[nH]c2c(c1C)C(=O)CC(c1cc(OC)ccc1OC)C2 (stereo not drawn),-8%
O=S(=O)(Nc1nc2ccccc2nc1-[n+]1cccc(N=C([O-])c2ccccc2Cl)c1)c1ccccc1,-4%[57.5 µM]
Cc1ccc(C2=NC(=O)/C(=C/c3cc(O)c(O)c(Br)c3)S2)cc1,-7%
Cc1ccc(S(=O)(=O)NCc2c(-c3ccccc3)c3cc(Cl)ccc3[nH]c2=O)cc1,7%
CC(C)CCN(C(=O)Nc1ccc(Cl)cc1)C1CCN(C(C)C)CC1,-5%
N#Cc1cccc(-c2nc(Nc3ccncc3)c3ccccc3n2)c1,24%
CCCCC12CN3CC(C)(CN(C1)C3c1ccc([N+](=O)[O-])o1)C2=O (stereo not drawn),5%[57.5 µM]
COc1ccccc1N(CC(=O)NCC1CCCO1)C(=O)CNS(=O)(=O)c1ccccc1 (stereo not drawn),5%[57.5 µM]
O=C(Nc1ccccc1)c1ccc(Br)o1,-2%
O=C1c2cccnc2C(Nc2ccc(Br)cc2Br)N1Cc1cccs1 (stereo not drawn),8%
COC(=O)N1CCC2(CCCN(c3cccc(-c4ccccc4)c3)C2)CC1,-1%
Cn1c(CSCc2ccccc2)n[nH]c1=S,-4%
CN(C)CCCC(C)(O)C(Cc1ccccc1)c1ccccc1 (stereo not drawn),9%
O=C(O)C1=C[C@@H](O)[C@@H](O)[C@H](O)C1,-13%
O=C(NC1CCCC1)C(c1ccc(F)cc1)N(Cc1ccccc1Cl)C(=O)CCl (stereo not drawn),7%
Cc1ccccc1NC(=O)COC(=O)/C=C/c1cccc(C(F)(F)F)c1,6%
COc1ccc(/C=N/NC(=O)CCCOc2ccc(Cl)cc2Cl)cc1,?
Cc1csc(NC(=O)C(F)(F)F)n1,6%
CC(=O)OC1C(=O)[C@@]2(C)C(O)CC3OC[C@]3(OC(C)=O)C2C(OC(=O)c2ccccc2)[C@]2(O)CC(OC(=O)C(O)C(NC(=O)c3ccccc3)c3ccccc3)C(C)=C1C2(C)C (stereo partly drawn),-5%
Cc1cc(NC(=O)CSc2nnc(C3COc4ccccc4O3)n2C)no1 (stereo not drawn),-5%
N#C/C(=C/c1cccc([N+](=O)[O-])c1)c1nnc2n1CCCCC2,-2%
Cc1ccc(N(C(=O)Cn2nnc(-c3ccccc3)n2)C(C(=O)NC2CCCCC2)c2ccccn2)cc1C (stereo not drawn),-1%
O=C(c1ccncc1)N(c1ccc2oc3c(c2c1)CCCC3)S(=O)(=O)c1ccc(F)cc1,6%
CC(C)Nc1nc(NC(C)C)nc(N(C#N)CCOc2ccc(Cl)cc2Cl)n1,2%
Cc1cccc(NC(=S)NCC(C)CSc2ccc(Cl)cc2)c1 (stereo not drawn),-3%
COC(=O)c1sc(SC)nc1N,-2%[57.5 µM]
Cc1ccc2nc(/C(C#N)=C/c3ccc(-c4cccc([N+](=O)[O-])c4)o3)[nH]c2c1,3%
# Later entries:
SMILES,ERK EGF inh
O=C(Nc1ccccc1)C1CC(O)CN1S(=O)(=O)c1ccc([N+](=O)[O-])cc1 (stereo not drawn),?
Cc1ccc(NS(=O)(=O)c2ccc(-c3csc(C)n3)s2)c(C)c1,0%[57.5 µM]
CN1CCN(C(=O)C2=C[C@@H](c3coc4ccccc4c3=O)C[C@@H](OCCCCO)O2)CC1,-1%[57.5 µM]
CNc1ccc(Br)cc(C(=O)/C=C/c2cc(OC)ccc2OC)c1=O,1%
Cc1ccc(Cn2c(=O)n(-c3ccccc3)c(=O)c3ccc(C(=O)NCc4ccco4)cc32)cc1,4%
C=CCOc1nc(-c2ccccc2Cl)nc2ccccc12,10%[57.5 µM]
Cc1ccccc1Nc1c(-c2ccccn2)nc2c(C)cccn12,-3%
Cc1cc(/C=N/Nc2nc(N3CCOCC3)nc(N3CCOCC3)n2)c(C)n1-c1ccccc1,5%
CCCC[C@@H]1C[C@H]1C(NS(=O)(=O)c1cccc2cccnc12)c1ccc(-c2ccccc2)cc1 (stereo partly drawn),0%
CC(C)CC(C(=O)O)N1C(=O)[C@@H]2[C@H](C1=O)[C@@H]1C[C@H]2C(Br)C1Br (stereo partly drawn),-3%
O=S(=O)(c1ccc2nnn(O)c2c1)N1CCCCC1,-5%
CCN(C(=O)COC(=O)c1ccc2c(=O)n3c(nc2c1)CCC3)C1CCS(=O)(=O)C1 (stereo not drawn),-2%
Cc1ccc(/C=N/NC(=O)C(O)c2ccccc2)o1 (stereo not drawn),-3%[57.5 µM]
CN(c1ccccc1)c1nc(N)c([N+](=O)[O-])c(N2CCCCCC2)n1,-10%[57.5 µM]
O=C(NCc1nc2ccccc2[nH]1)c1cccc(S(=O)(=O)N2CCCCC2)c1,11%
Cc1ccccc1OCC(O)CN1CCN(c2ccccn2)CC1 (stereo not drawn),-7%
C=CCC(CC=C)(NC(=O)c1cccc(C)c1)c1ccccc1,5%
CC(C)N1CCc2[nH]c(=S)[nH]c(=O)c2C1,16%
Fc1ccc(NC(=S)NC2CC3CCC(C2)N3Cc2ccco2)cc1 (stereo not drawn),-4%
Cc1csc(NC(=O)CSCC(=O)O)c1-c1nc2ccccc2s1,3%[57.5 µM]
COc1cc(C)c2c(c1C=O)Oc1c(c(C)c(O)c3c1C(O)OC3=O)OC2=O (stereo not drawn),-10%
O=C(N/N=C/c1ccc(O)c([N+](=O)[O-])c1)C1CC1(c1ccccc1)c1ccccc1 (stereo not drawn),0%
O=c1c2cnn(-c3ccccc3)c2nc(-c2cccs2)n1-c1cccc(Cl)c1,2%
Cc1noc(C)c1COc1ccc2ccc(=O)oc2c1,-1%
COc1ccc(C/C(N)=N/OC(C)=O)cc1OC,-1%
Cc1cccc(NC(=O)N2CCCC2C(=O)Nc2ccccc2)c1 (stereo not drawn),0%
N#C/C(=N\Nc1ccccc1F)C(=N)N1CCCCC1,7%
O=C(CSc1ccc(-c2ccccn2)nn1)Nc1nccs1,-2%
O=C1/C(=C/c2ccc(O)c([N+](=O)[O-])c2)SC(=S)N1Cc1ccccc1,?
O=C(Nc1nnc(CCS(=O)(=O)c2ccc3ccccc3c2)s1)c1ccc([N+](=O)[O-])cc1,-1%
Oc1cccc(/C=N/Nc2nn3cnnc3c3ccccc23)c1,16%[57.5 µM]
Cc1ccc2[nH]c(C(F)(F)F)cc(=O)c2c1,-3%[57.5 µM]
COc1nn(CC(=O)N2N=C(C(F)F)CC2(O)C(F)F)cc1[N+](=O)[O-] (stereo not drawn),-7%

# Random excerpt: 3 entries already listed
SMILES,ERK EGF inh
O=C(NCc1cccnc1)C(=O)NCC1OCCN1S(=O)(=O)c1ccc(Cl)cc1 (stereo not drawn),-4%
CC(C)Nc1nc(NC(C)C)nc(N(C#N)CCOc2ccc(Cl)cc2Cl)n1,2%
CC(C)CC(C(=O)O)N1C(=O)[C@@H]2[C@H](C1=O)[C@@H]1C[C@H]2C(Br)C1Br (stereo partly drawn),-3%
